# High-throughput results deposited in PubChem by National Center for Advancing Translational Sciences (NCATS).
# ALDH1A1 inh: ALDH1A1 (human) enzyme inhibition; P00352; Purified ALDH1A1, NADH fluorescence, propionaldehyde substrate; Potency, µM (highest dose often 75.3 µM), for the others: at the highest dose activity, negative = inhibition, usual class: inhibitors; hit rate 7.3% among 220,000; active means well fitted inhibition curve with a large enough effect, not every such curve was filed as active; inconclusive means small, poorly fitted or top-dose-only effect, or another doubt; inactive means no such curve, though single readings can be large or run the other way;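 further: plate controls were no enzyme wells and a reference inhibitor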
# Tau ThT inhib: inhibitors of human tau fibril formation, thioflavin T binding | hit rate 2.1% among 270,000 | Potency, µM (series often up to 57.4 µM), for the others: at the top dose activity, negative = inhibition, actives largely listed as inhibitors | recombinant tau K18 P301L, heparin-induced fibrillization, ThT fluorescence | P10636 | AID 1460; further: nearly all actives have a fitted effect of over 55% in size
# Target sequence (P10636 561-689 P618L limits assumed): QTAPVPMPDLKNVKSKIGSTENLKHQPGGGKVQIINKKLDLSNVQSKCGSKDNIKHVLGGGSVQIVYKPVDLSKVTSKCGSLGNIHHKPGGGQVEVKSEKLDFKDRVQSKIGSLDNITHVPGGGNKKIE
#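 In this qHTS, human K18 P301L tau is incubated with compound and heparin for 6 hr at 37 C, and Thioflavin T fluorescence then reports fibril load.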
# L3MBTL1 inh: L3MBTL1 (human) inhibition | Q9Y468 | AlphaScreen L3MBTL1–H3K9me1 peptide binding | Potency, µM (doses to about 57.1 µM), without a hit: at the top dose activity, negative = inhibition, hits mostly inhibitors | hit rate 0.66% among 230,000 | AID 485360; further: nearly all actives have a fitted effect of over 60% in size
# Target sequence (Q9Y468 whole entry, looked up): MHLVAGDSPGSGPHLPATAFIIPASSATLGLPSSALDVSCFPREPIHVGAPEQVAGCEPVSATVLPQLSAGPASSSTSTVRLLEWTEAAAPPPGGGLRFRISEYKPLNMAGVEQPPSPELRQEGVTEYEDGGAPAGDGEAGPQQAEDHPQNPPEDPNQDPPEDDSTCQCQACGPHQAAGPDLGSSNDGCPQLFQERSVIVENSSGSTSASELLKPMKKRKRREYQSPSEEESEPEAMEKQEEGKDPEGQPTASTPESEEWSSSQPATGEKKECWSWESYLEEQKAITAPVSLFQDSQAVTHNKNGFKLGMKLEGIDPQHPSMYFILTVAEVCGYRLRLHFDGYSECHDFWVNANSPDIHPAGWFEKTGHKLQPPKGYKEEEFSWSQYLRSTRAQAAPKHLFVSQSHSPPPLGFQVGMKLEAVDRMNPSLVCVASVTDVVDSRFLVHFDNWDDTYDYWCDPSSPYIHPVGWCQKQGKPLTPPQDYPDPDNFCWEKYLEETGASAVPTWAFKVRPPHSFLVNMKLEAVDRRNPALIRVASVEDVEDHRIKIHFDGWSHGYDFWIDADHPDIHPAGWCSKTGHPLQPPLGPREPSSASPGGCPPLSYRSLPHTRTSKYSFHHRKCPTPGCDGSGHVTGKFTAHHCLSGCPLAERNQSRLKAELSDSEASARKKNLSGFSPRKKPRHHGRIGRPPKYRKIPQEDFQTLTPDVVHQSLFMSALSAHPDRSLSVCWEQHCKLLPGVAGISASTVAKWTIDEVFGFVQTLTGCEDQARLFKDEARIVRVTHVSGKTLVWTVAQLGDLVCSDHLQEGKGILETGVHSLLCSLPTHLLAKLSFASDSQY
#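 Read-out is AlphaScreen signal from streptavidin donor and nickel chelate acceptor beads (10 ug/mL final each) bridging L3MBTL1 (50 nM) and biotinylated K9-monomethylated H3(1-15) peptide (75 nM), after 30 min compound exposure at room temperature.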
# TexasRed fluor: alters Texas Red total fluorescence, flagging assay interference | TRb/SRC2 Texas Red total fluorescence interference | Potency, µM (titrated, usually from 106 µM), for the others: top-dose fluorescence change, negative = quenching | hit rate 0.29% among 280,000; active means well fitted curve in either direction with a large enough effect; inconclusive means small, poorly fitted or top-dose-only effect
#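 Flags fluorescent or light-absorbing compounds by total fluorescence, S + 2P, at 555 nm excitation and 632 nm emission. Mixture: 20 nM Texas Red SRC2 peptide, 0.6 uM human TRb LBD, 1 uM T3, 5% DMSO; compound exposure 5 h at ambient temperature.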
# TRb-SRC2 inh: TRbeta-SRC2 interaction inhibition. P10828. Potency, µM (series often up to 106 µM), without a hit: at the top dose activity change, negative = inhibition, usual class: inhibitors. TRbeta-SRC2 peptide binding, fluorescence polarization; receptor liganded with 1 µM T3. AID 1469. hit rate 0.065% among 280,000;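 further: plate controls were bound peptide for no effect and peptide without receptor for full effect; nearly all actives have a fitted effect of over 50% in size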
#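 Fluorescence polarization of 20 nM Texas Red SRC2 peptide (20-aa NR interaction domain) bound to 0.6 uM human TRb ligand-binding domain, with 1 uM T3, after 5 hr at ambient temperature; inhibition seen as decreased polarization.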
# aGal spleen mod: inhibits or activates alpha-galactosidase in human spleen homogenate; P06280; human spleen homogenate, 4MU-alpha-Gal fluorescence, 40 min; Potency, µM (highest dose often 80 µM), for inactives: at the top dose activity change, negative = inhibition, hits mostly inhibitors; hit rate 0.008% among 240,000;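 further: 0% = enzyme with vehicle and -100% = no enzyme basal signal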
#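 Human spleen homogenate (1 ug) as enzyme source, 4-methylumbelliferyl-alpha-D-galactopyranoside 1 mM final, citrate/phosphate pH 5.0 with 0.01% Tween-20. Compounds 40 min at 37C, NaOH/glycine stop; fluorescence Ex 365/Em 440, Hill-fit AC50.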
# Tau fibril FP: inhibitors of human tau fibril formation | K18 P301L tau heparin fibrillization, Alexa594 FP, 6 h | AID 1468 | hit rate 0.39% among 280,000 | P10636 | Potency, µM (doses to about 57.7 µM), for the others: at the top dose activity, negative = inhibition, usual class: inhibitors; further: nearly all actives have a fitted effect of over 55% in size
#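 K18 P301L tau (15 uM unlabeled/0.24 uM Alexa 594-labeled, final) + compound + heparin 20 uM final; 100 mM NaOAc pH 7; 6 hr 37 C; ThT 30 uM final added, 1 hr RT; FP ex 555/em 632 nm.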
# Tau fluor cs: counter-screen for tau fibril formation inhibitors. tau K18 P301L Alexa594 fluorescence, heparin fibrillization. Potency, µM (titrated, usually from 57.7 µM), inactives show top-dose activity change, negative = decrease. hit rate 0.93% among 280,000. AID 1463; further: nearly all actives have a fitted effect of over 55% in size
#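 Human tau K18 P301L (15 uM unlabeled, 0.24 uM Alexa 594-labeled) in 100 mM sodium acetate pH 7 with 20 uM heparin, 6 hr at 37 C. ThT 30 uM added, 1 hr ambient; Alexa 594 FP and total fluorescence read at 555/632 nm.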
# * marks the source's active call; other numbers are inactive results; ? = inconclusive; / = no result given; [ ] = another dose, or the depositor's remark. Unless noted, the call rests on the fitted dose curve; in most records, active means well fitted curve in the direction sought with a large enough effect; inconclusive means small, poorly fitted or top-dose-only effect, or another doubt; inactive means no such curve, though single readings can be large; an effect the other way counts as inactive or inconclusive. Unless noted, on the % scale 0 is the no-effect control and ±100 the full control effect; potency means the concentration at half of the fitted maximal effect.
SMILES,ALDH1A1 inh,Tau ThT inhib,L3MBTL1 inh,TexasRed fluor,TRb-SRC2 inh,aGal spleen mod,Tau fibril FP,Tau fluor cs
CC(=O)Nc1ccc(S(=O)(=O)Nc2cccc(N(C)S(C)(=O)=O)c2)cc1,5%,11%,/,0%,-17%,5%,-3%,3%
COc1ccccc1NC(=O)C1=C(C)Nc2nnnn2C1c1ccccc1OC (stereo unspecified),-6%,-11%,/,-3%,-9%,5%,-2%,-4%
CC/C(=N/NC(=O)c1ccc(Br)o1)c1ccc(Cl)cc1,0%,?,0%,-2%,-12%,1%,0%,-9%
Cc1ccc(-c2ccc(CCC(=O)O)n2-c2ccc(O)cc2)cc1,-14%,?,-3%,-1%,-12%,3%,-8%,?
Cc1[nH]c2ccccc2c1SCC(=O)NNC(=O)Nc1ccc(OC(F)(F)F)cc1,-5%,-5%,-9%,-5%,1%,-3%,-1%,?
CC(C)[C@H](NC(=O)CCCn1nnc2ccccc2c1=O)C(=O)O,/,-5%,8%,-2%,2%,2%,0%,-5%
COc1ccc(OC)c(CNC(=O)C2CCCN(c3nc4ccccc4o3)C2)c1 (stereo unspecified),?,10%,47%[activator],3%,-17%,-1%,1%,0%
Cc1ccccc1NC(NC(=O)c1cccnc1)C(Cl)(Cl)Cl (stereo unspecified),10%,-3%,-3%,0%,3%,1%,-8%,-15%
Cc1ccccc1N1CC(c2nc3ccccc3[nH]2)CC1=O (stereo unspecified),10%,-4%,13%[11.4 µM],-2%,-5%,8%,8%,7%
O=C1C(C=Nc2ccccc2)=C(O)c2ccccc21,-5%,?,/,-1%,-1%,-3%,7%,-14%
O=C1CC(NCc2ccccc2)C(=O)N1c1ccc(F)cc1 (stereo unspecified),-7%,0%,4%,-1%,-2%,-5%,10%,4%
O=C(NC1CCCC1)C1CC1c1ccccc1 (stereo unspecified),8%,3%,-1%,-2%,1%,3%,-3%,1%
COCC(=O)Oc1c(Sc2ccc(C)cc2)c(C)nn1C(C)(C)C,/,?,/,-2%,3%,/,-14%,-15%
Cc1ccc(Sc2c(C)nn(-c3ccccc3)c2OC(=O)C(C)(C)C)cc1,/,?,/,-2%,-2%,/,-5%,-27%
COC(=O)c1cc2cc(NS(=O)(=O)c3ccc(C)cc3)ccc2s1,-1%,14%,7%,3%,7%,0%,?,?
COC(=O)C1=C(C)N(C2CCCCC2)C(=O)/C1=C\c1cccs1,2%,?,/,0%,-3%,7%,-8%,-21%
CSc1ccc(CN(C)CC(=O)NCc2ccc(F)cc2)cc1,-8%,-3%,0%,0%,-2%,-1%,5%,-5%
CC(=O)Nc1ccc(C(=O)CSc2nnnn2C)cc1,/,-2%,/,-3%,0%,2%,-7%,-9%
O=C1Nc2ccccc2C(O)(C(=O)NCc2ccc3c(c2)OCO3)N1c1ccc(Cl)c(Cl)c1 (stereo unspecified),?,-4%,2%,0%,-16%,9%,-7%,-15%
CCCn1c2ccccc2c2cnn(CC(=O)NCCN(CC)CC)c(=O)c21,/,-3%,/,3%,-4%,/,-8%,0%
NC(=S)n1[nH]c(-c2ccc([N+](=O)[O-])cc2)c(N=Nc2ccccc2[N+](=O)[O-])c1=O,?,?,5%,-2%,-5%,-5%,-1%,-26%
O=C(O)C1(P(=O)(c2ccc(Cl)cc2)c2ccc(Cl)cc2)CC1,2%,-4%,8%,-1%,6%,7%,7%,5%
CO[C@H]1COC(=O)[C@@H](CCSC)NC(=O)C/C=C\[C@@H](C)COC(=O)[C@@H](OCc2ccccc2)/C=C\[C@@H]1C,?,-2%[11.5 µM],/,1%[11.2 µM],-4%[11.2 µM],-8%[17.5 µM],-3%[11.6 µM],-2%[11.6 µM]
CC(C)c1ccc(NC(=O)CS(=O)(=O)c2cccc3nsnc23)cc1,/,-14%,/,2%,4%,/,5%,-30%
O=C(CC12CC3CC(CC(C3)C1)C2)NC(=S)Nc1ccc(CN2CCOCC2)cc1,?,-9%,-2%,-4%,-8%,1%,3%,-15%
O=C(N1CCCCC1)C1(c2ccccc2)CCOCC1,?,-6%,-13%,1%,4%,11%,6%,-6%
O=C(NCc1ccc(OC(F)(F)F)cc1)C1CC(c2ccccc2C(F)(F)F)=NO1 (stereo unspecified),/,2%,/,-1%,3%,1%,-4%,-13%
N#CCSCC(=O)Nc1ccccc1,-8%,1%,-1%[11.4 µM],0%,4%,0%,2%,3%
O=C(NCc1ccccn1)c1ccc(Cn2c(=S)[nH]c3ccccc3c2=O)cc1,11%,-4%,/,0%,-9%,8%,3%,-8%
COc1ccccc1C(=O)Nc1cc2c(cc1N1CCOCC1)n(C)c(=O)n2C,/,-11%,/,0%,-6%,/,1%,-10%
COc1ccc(CNC(=O)C2CCN(C(=O)[C@@H](CC(C)C)NC(=O)OC(C)(C)C)CC2)cc1,?,-15%,3%,0%,2%,8%,3%,-10%
Cc1ccc(Cn2cccc(NC(=O)NCc3ccccc3)c2=O)cc1,?,-5%,2%,0%,3%,-2%,-6%,-4%
O=C(NNC(=O)C1CC1c1ccccc1)Nc1ccccc1 (stereo unspecified),7%,2%,2%,0%,5%,-3%,-13%,4%
Cc1cc(Cl)cc(Cl)c1CNc1c([N+](=O)[O-])c(=O)oc2ccccc12,10µM*,-7%,-4%,0%,-3%,0%,-5%,-14%
CC(=O)Nc1ccc(OS(=O)(=O)c2ccc([N+](=O)[O-])cc2)cc1,25µM*,-10%,-11%,-2%,-8%,2%,5%,-15%
COC(=O)C1=C(C)OC(N)=C(C#N)C1c1ccccc1 (stereo unspecified),?,8%,/,2%,-17%,1%,2%,1%
CCCCCC(=O)Nc1ccc(N2CCN(S(C)(=O)=O)CC2)cc1,6%,-4%,-2%,5%,-14%,-16%,0%,0%
O=c1cc(-c2ccccc2)[nH]c2ccc(Cl)cc12,?,-7%[126 µM],/,4%[201 µM],4%[201 µM],17%[119 µM],-7%[126 µM],-4%[126 µM]
C/C(=N\NC(=O)CN(c1ccccc1Br)S(C)(=O)=O)c1cccs1,10%,6%,6%,-1%,-9%,3%,-7%,-5%
COc1ccc(OCC(=O)N(Cc2sccc2C)C2CCS(=O)(=O)C2)cc1 (stereo unspecified),/,-2%,/,-27%,4%,/,-5%,-12%

# Reformatted with two lines to a compound: part of the list above.
# Results follow in this order: ALDH1A1 inh	Tau ThT inhib	L3MBTL1 inh	TexasRed fluor	TRb-SRC2 inh	aGal spleen mod	Tau fibril FP	Tau fluor cs
N#CCSCC(=O)Nc1ccccc1
    -8%	1%	-1%[11.4 µM]	0%	4%	0%	2%	3%
O=C(NCc1ccccn1)c1ccc(Cn2c(=S)[nH]c3ccccc3c2=O)cc1
    11%	-4%	/	0%	-9%	8%	3%	-8%
COc1ccccc1C(=O)Nc1cc2c(cc1N1CCOCC1)n(C)c(=O)n2C
    /	-11%	/	0%	-6%	/	1%	-10%
COc1ccc(CNC(=O)C2CCN(C(=O)[C@@H](CC(C)C)NC(=O)OC(C)(C)C)CC2)cc1
    ?	-15%	3%	0%	2%	8%	3%	-10%
Cc1ccc(Cn2cccc(NC(=O)NCc3ccccc3)c2=O)cc1
    ?	-5%	2%	0%	3%	-2%	-6%	-4%
O=C(NNC(=O)C1CC1c1ccccc1)Nc1ccccc1 (stereo unspecified)
    7%	2%	2%	0%	5%	-3%	-13%	4%
Cc1cc(Cl)cc(Cl)c1CNc1c([N+](=O)[O-])c(=O)oc2ccccc12
    10µM*	-7%	-4%	0%	-3%	0%	-5%	-14%
CC(=O)Nc1ccc(OS(=O)(=O)c2ccc([N+](=O)[O-])cc2)cc1
    25µM*	-10%	-11%	-2%	-8%	2%	5%	-15%
COC(=O)C1=C(C)OC(N)=C(C#N)C1c1ccccc1 (stereo unspecified)
    ?	8%	/	2%	-17%	1%	2%	1%
CCCCCC(=O)Nc1ccc(N2CCN(S(C)(=O)=O)CC2)cc1
    6%	-4%	-2%	5%	-14%	-16%	0%	0%

# (continued)
SMILES,ALDH1A1 inh,Tau ThT inhib,L3MBTL1 inh,TexasRed fluor,TRb-SRC2 inh,aGal spleen mod,Tau fibril FP,Tau fluor cs
CC(=O)c1ccc(NC(=O)CSc2nc(C3CCCC3)nc3c2c(=O)n(C)c(=O)n3C)cc1,/,-6%,/,0%,4%,/,-1%,-20%
COc1ccc(NC(=O)CN2C(=O)C(c3ccccc3)=NC23CCC(C)CC3)cc1Cl (stereo unspecified),/,1%,/,-2%,-2%,/,?,-28%
N=c1oc2cc(O)ccc2cc1C(=O)Nc1nc2ccccc2s1,?,?,7%,-1%,0%,?,-6%,-11%
Nc1cccc(C(=O)OCC(=O)Nc2cccc3c2C(=O)c2ccccc2C3=O)c1,6%,-15%,-8%,0%,-1%,1%,-1%,-28%
COc1ccc(CNC(=O)C2CCN(c3nc4ccc(C)cc4[nH]3)CC2)cc1,/,-3%,/,-1%,2%,/,-1%,-2%
NS(=O)(=O)c1ccc(-n2nncc2C23CC4CC(CC(C4)C2)C3)cc1,6%,1%,-2%,-2%,-3%,5%,5%,-2%
Cc1ccc(S(=O)(=O)N2CCC(C(=O)N/N=C/c3ccccc3[N+](=O)[O-])CC2)cc1,?,-15%,-1%,-2%,1%,3%,7%,?
CC(C)CCNC(=O)CN1C(=O)COc2ccc(S(=O)(=O)N3CCOCC3)cc21,/,6%,/,3%,-1%,/,0%,4%
Nc1n[nH]c(N)c1N=Nc1ccc(F)cc1,2%,?,?,-11%,-5%,-3%,1%,?
C/C(Cc1ccccc1)=N\NC(=O)CNC(=O)Cc1ccccc1,/,-1%,0%,-4%,4%,0%,-5%,-8%
